KB-V1 MDR tox: kills drug-selected multidrug resistant KB-V1 cells; Potency, µM (series often up to 46.1 µM), for the others: top-dose activity change, negative = cytotoxicity, actives largely listed as cytotoxic; KB-V1 MDR cells viability, CellTiter-Glo, 72 h; actives 3.4% (n = 400,000); AID 1347076; also: potency is read from the fitted curve at half-maximal effect; % is scaled to controls: 0 for no effect and ±100 for the full control effect; nearly all actives have a fitted effect of over 60% in size
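Readout: CellTiter-Glo luminescence, 10 min after addition. Cells: KB-V1 MDR subline, 72 h at 37 degrees C with compound. Analysis: corrected, normalized data fitted to concentration-effect curves.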
MCF10A rerep: induces DNA re-replication in MCF 10a normal breast cells | MCF 10A DNA re-replication, Hoechst nuclear intensity, 48 h | Potency, µM (top dose mostly 46.1 µM), without a hit: at the highest dose activity, positive = re-replication, actives largely listed as activators | actives 2.9% (n = 350,000) | AID 624296; also: potency is read from the fitted curve at half-maximal effect; % of control where 0% means no effect; nearly all actives have a fitted effect of over 50% in size
ATXN2 expr inh: inhibitors of ATXN2 expression | Potency, µM (highest dose often 57 µM), for the others: at the highest dose activity change, negative = inhibition, most hits filed as inhibitors | HEK-293 ATXN2-luciferase reporter, luminescence, 24 h | actives 0.72% (n = 360,000) | AID 1745845; also: potency is read from the fitted curve at half-maximal effect; % is scaled to controls: 0 for no effect and ±100 for the full control effect; nearly all actives have a fitted effect of over 55% in size
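ATXN2-luciferase reporter cells (luciferase flanked by upstream and downstream ATXN2 gene portions) were treated 24 h at 37 °C with compounds at up to 57 uM. SteadyGlo luminescence gave expression; GF-AFC fluorescence gave viability.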
SW480 rereplic: inducers of DNA re-replication in SW480 colon cancer cells | actives 1.8% (n = 340,000) | Potency, µM (doses to about 46.1 µM), for the others: top-dose re-replication activation, most hits filed as activators | SW480 DNA re-replication, Hoechst DNA content imaging, 48 h; also: potency is read from the fitted curve at half-maximal effect; % of control where 0% means no effect; nearly all actives have a fitted effect of over 55% in size
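Image-based DNA-content assay: after two days of treatment, nuclei were labelled with the DNA dye Hoechst and imaged, and hits were compounds raising the count of nuclei showing high fluorescence intensity.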
IL1B secr inh: inhibitors of inflammasome signaling (IL-1 beta secretion). THP-1 LPS/ATP IL-1B secretion, AlphaLISA, 16 h; hits give low values. activity change, % at 57.5 µM. actives 4.7% (n = 360,000). AID 743279; in the data active = activity change below about -50%; inconclusive = mostly about -30% to -49%; also: % is scaled to controls: 0 for no effect and ±100 for the full control effect
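Secreted IL-1B measured by AlphaLISA bead assay after 16 h compound exposure of THP-1 cells; compounds (final up to 57.5 uM) added 1 h before LPS (250 ng/mL) and ATP (1.25 mM) stimulation; lower signal means less secretion.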
WRN helicase inh: WRN helicase (human) inhibition. actives 0.46% (n = 360,000). WRN helicase unwinding, fluorescent forked duplex, kinetic. Potency, µM (highest dose often 114 µM), for inactives: at the top dose activity change, negative = inhibition, actives largely listed as inhibitors; also: potency is read from the fitted curve at half-maximal effect; % is scaled to controls: 0 for no effect and ±100 for the full control effect; nearly all actives have a fitted effect of over 55% in size
Target sequence (Q14191 whole entry, looked up): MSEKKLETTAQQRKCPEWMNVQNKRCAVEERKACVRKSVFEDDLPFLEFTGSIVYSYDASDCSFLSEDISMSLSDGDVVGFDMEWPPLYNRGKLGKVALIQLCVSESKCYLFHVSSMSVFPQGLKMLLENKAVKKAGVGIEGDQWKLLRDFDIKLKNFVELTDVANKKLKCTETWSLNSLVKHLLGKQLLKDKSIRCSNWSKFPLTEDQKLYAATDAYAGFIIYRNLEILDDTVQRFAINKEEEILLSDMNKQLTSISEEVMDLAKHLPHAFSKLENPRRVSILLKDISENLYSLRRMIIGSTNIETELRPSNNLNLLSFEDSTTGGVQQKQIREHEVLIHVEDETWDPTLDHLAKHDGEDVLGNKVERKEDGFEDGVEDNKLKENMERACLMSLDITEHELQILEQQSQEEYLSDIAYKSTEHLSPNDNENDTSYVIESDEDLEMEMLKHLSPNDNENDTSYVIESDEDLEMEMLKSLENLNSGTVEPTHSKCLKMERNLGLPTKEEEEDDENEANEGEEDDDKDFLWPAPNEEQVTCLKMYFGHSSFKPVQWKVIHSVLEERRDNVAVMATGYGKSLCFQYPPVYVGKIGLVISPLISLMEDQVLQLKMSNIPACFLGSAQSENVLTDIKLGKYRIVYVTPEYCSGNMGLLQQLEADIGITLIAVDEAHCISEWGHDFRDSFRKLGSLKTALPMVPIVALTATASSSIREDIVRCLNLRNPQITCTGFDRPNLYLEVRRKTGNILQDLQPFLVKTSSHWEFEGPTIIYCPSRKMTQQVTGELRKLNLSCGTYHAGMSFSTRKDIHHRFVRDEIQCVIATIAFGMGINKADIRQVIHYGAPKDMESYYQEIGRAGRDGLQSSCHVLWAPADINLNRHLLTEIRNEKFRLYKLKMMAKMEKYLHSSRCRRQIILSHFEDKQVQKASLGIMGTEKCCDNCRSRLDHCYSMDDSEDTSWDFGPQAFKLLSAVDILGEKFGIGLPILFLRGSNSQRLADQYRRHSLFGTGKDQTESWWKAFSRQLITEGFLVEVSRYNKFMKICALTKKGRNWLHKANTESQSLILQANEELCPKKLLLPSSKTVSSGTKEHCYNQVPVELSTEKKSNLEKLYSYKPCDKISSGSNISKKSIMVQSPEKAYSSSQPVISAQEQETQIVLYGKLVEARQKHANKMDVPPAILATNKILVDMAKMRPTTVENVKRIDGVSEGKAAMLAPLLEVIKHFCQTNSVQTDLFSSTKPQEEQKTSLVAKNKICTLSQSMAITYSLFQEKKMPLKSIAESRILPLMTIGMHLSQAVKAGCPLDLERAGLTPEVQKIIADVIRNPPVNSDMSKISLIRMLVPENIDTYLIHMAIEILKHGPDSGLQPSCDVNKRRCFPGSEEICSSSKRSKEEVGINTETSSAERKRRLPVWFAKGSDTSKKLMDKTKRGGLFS
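Kinetic fluorescence helicase assay: unwinding of a quenched forked DNA duplex (100 nM final) with 2 mM ATP final raises red fluorescence (525/598 nm). Compounds sat 15 min at room temperature with 20 nM WRN beforehand.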
HT1080NT lethal: kills 2HG-producing HT-1080-NT fibrosarcoma cells; HT-1080-NT fibrosarcoma viability, CellTiter-Glo ATP luminescence, 48 h; Potency, µM (titrated, usually from 46.1 µM), without a hit: top-dose activity, negative = less viability, hits mostly cytotoxic; actives 1.6% (n = 360,000); AID 686970;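 also: NT is the 2HG producing partner of a matched IDH1 knockdown line; potency is read from the fitted curve at half-maximal effect; 0% = DMSO-treated cells and -100% = media-only wells without cells; nearly all actives have a fitted effect of over 55% in size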
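A 48-hour cytotoxicity screen used HT-1080-NT cells plated 2 hours before compound delivery. ATP-based CellTiter-Glo luminescence measured viability, normalized to DMSO and no-cell controls.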
KB-3-1 cytotox: KB-3-1 parental cell cytotoxicity; Potency, µM (doses to about 46.1 µM), for inactives: top-dose activity change, negative = cytotoxic, most hits filed as cytotoxic; actives 1.4% (n = 400,000); AID 1347075; KB-3-1 viability, CellTiter-Glo ATP luminescence, 72 h; also: potency is read from the fitted curve at half-maximal effect; % is scaled to controls: 0 for no effect and ±100 for the full control effect; nearly all actives have a fitted effect of over 60% in size
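Using CellTiter-Glo luminescence, growth of non-resistant KB-3-1 adenocarcinoma cells is assessed 72 h after pin-tool compound addition at 37 °C. Normalized responses across the concentration series yield fitted curves.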
HT1080 IDH1KD tx: HT-1080 IDH1 knockdown cell toxicity (counter line); actives 2% (n = 360,000); Potency, µM (top dose mostly 46.1 µM), for the others: at the highest dose activity, negative = toxicity, hits mostly cytotoxic; HT-1080 IDH1 knockdown viability, ATP luminescence, 48 h;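 also: potency is read from the fitted curve at half-maximal effect; 0% = DMSO wells and -100% = cell-free medium wells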
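Luminescent ATP read-out (CellTiter-Glo, 10 min at room temperature) after 48 h compound exposure at 37 °C gave viability of IDH1-knockdown HT-1080 cells. Activity was normalised to DMSO and cell-free wells, then fitted as concentration-response curves.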
* hit, by the source's call; ? = inconclusive; nt = not tested or not shown; [ ] = remark or other dose. Unless noted, calls follow the shape of the dose curve; as a rule, active = well fitted curve in the direction sought with a large enough effect; inconclusive = small, poorly fitted or top-dose-only effect, or another doubt; inactive = no such curve, though single readings can be large; an effect the other way counts as inactive or inconclusive.

SMILES | KB-V1 MDR tox | MCF10A rerep | ATXN2 expr inh | SW480 rereplic | IL1B secr inh | WRN helicase inh | HT1080NT lethal | KB-3-1 cytotox | HT1080 IDH1KD tx
CSc1ccccc1OCc1cc(C(=O)N2CCC[C@H]2C(N)=O)no1 | ? | -1% | nt | -1% | -4 | 1% | 8% | -1% | 6%
CCN(CC)C(=O)COc1coc(CN2CCN(c3ccccc3F)CC2)cc1=O | 0% | 5% | 0% | 3% | 16 | 10% | 0% | 8% | 2%
C=CCn1c(CCC)nc2ccccc21 | -9% | ? | 6% | -5% | 17 | -7% | 24% | 4% | 19%
COc1cccc2cc(C(=O)N3CCN(C(=O)c4ccccc4)CC3)c(=O)oc12 | 0% | ? | 10% | 0% | -7 | -7% | -6% | -2% | -6%
COc1cc(NC(=O)c2ccccc2Cl)c2ncccc2c1 | ? | 4.6µM* | -16% | ? | 0 | 4% | ? | ? | ?
O=C(NCc1cccnc1)c1cccc(S(=O)(=O)N2CCCCC2)c1 | 5% | -6% | 13% | -5% | 28 | 2% | 3% | 0% | -3%
CCOc1cc(-c2cc(-c3ccccc3)nc(N)c2C#N)ccc1O | -10% | ? | 24% | ? | ? | -3% | -29% | -3% | -25%
Cc1ccccc1NC(=O)NCC1CCN(C(=O)OC(C)(C)C)CC1 | -13% | -4% | -4% | -4% | -5 | -1% | 23% | 9% | 13%
Cc1nonc1NC(=O)CSc1nc(C23CC4CC(CC(C4)C2)C3)nc2ccccc12 | ? | 10µM* | nt | ? | -90* | -11% | -3% | ? | 3%
O=c1oc(CCCO)cc2ccc(Br)cc12 | ? | -2% | 1% | -16% | -12 | -3% | 5% | -12% | 6%
CCc1ccc(NC2=NCC(=O)N2c2ccc3c(c2)OCCO3)cc1 | 15% | 3% | -1% | -4% | -12 | -3% | -10% | 0% | 1%
CCOC(=O)c1oc2cc(O)ccc2c(=O)c1-c1ccc(OC)cc1 | 15% | ? | -25% | -1%[9.22 µM] | -8 | 12% | -8% | 4% | 0%
O=C(NCc1ccccc1)c1onc(CSc2ccc(Cl)cc2)c1C(=O)NCC1CC1 | 5% | ? | -1% | -14% | -5 | 6% | 3% | -9% | 6%
C/C=C/c1ccc(OCCCCOc2c(OC)cccc2OC)c(OC)c1 | 0% | 8% | -9% | -3% | 11 | ? | -1% | 4% | -8%
COc1cccc(NC(=O)c2cnsn2)c1 | 7% | 0% | nt | -9% | -15 | -10% | -4% | -3% | -9%
Cc1ccc(Cn2c(Sc3nccc(C)n3)nc3c2c(=O)[nH]c(=O)n3C)cc1 | -14% | 0% | -10% | -12% | 10 | -7% | -18% | -20% | -6%
CC(=O)NC(CC(=O)Nc1ccc(S(=O)(=O)Nc2nccs2)cc1)c1ccccc1 (stereo unspecified) | 0% | -2% | 5% | -3% | -4 | -4% | -4% | -7% | -4%
Clc1ccc(Cn2nnc(-c3ccc(N4CCOCC4)cc3)n2)cc1 | 1% | 11% | 8% | -6% | -28 | -6% | -5% | -1% | 7%
COc1cc(NC(=O)N2CCc3nc(Nc4cc(Cl)cc(Cl)c4)ncc3C2)cc(OC)c1OC | ? | nt | ? | nt | ? | -2%[57.1 µM] | ? | ? | ?
COc1ccc(CC2NCCC3=CC(=O)CCC32)cc1O (stereo unspecified) | -10% | -30% | -3% | -15% | nt | nt | nt | 1% | nt
Cn1c(=O)cc(OCCCC(=O)N2CCCCC2)c2ccccc21 | ? | ? | 80%[activator] | -33%[inhibitor] | -4 | 15% | 5% | -9% | 3%
COc1ccc(S(=O)(=O)N2CCOC2CNC(=O)C(=O)NCCc2ccccc2)cc1 (stereo unspecified) | -4% | -9% | 8% | -4% | -1 | -1% | 3% | 1% | -3%
CCOC(=O)C1C(=O)OC(C)(C)C1C(C)C(=O)c1ccc(C)cc1C (stereo unspecified) | -7% | -4% | -6% | -1% | 5 | -14% | -2% | 0% | -11%
CCCCNC(=O)c1ccc(NC(=O)C2CCCO2)cc1 (stereo unspecified) | -28% | 3% | 2% | -1% | -10 | -1% | 7% | 2% | 7%
CC(C)NC(=O)CN1C(=O)NC(CCc2ccccc2)C1=O (stereo unspecified) | 22% | 0% | 2% | -5% | 15 | -18% | 0% | 11% | -5%

Arranged by formula weight (descending): three of the compounds above
SMILES | KB-V1 MDR tox | MCF10A rerep | ATXN2 expr inh | SW480 rereplic | IL1B secr inh | WRN helicase inh | HT1080NT lethal | KB-3-1 cytotox | HT1080 IDH1KD tx
CCN(CC)C(=O)COc1coc(CN2CCN(c3ccccc3F)CC2)cc1=O | 0% | 5% | 0% | 3% | 16 | 10% | 0% | 8% | 2%
O=C(NCc1cccnc1)c1cccc(S(=O)(=O)N2CCCCC2)c1 | 5% | -6% | 13% | -5% | 28 | 2% | 3% | 0% | -3%
Cc1ccccc1NC(=O)NCC1CCN(C(=O)OC(C)(C)C)CC1 | -13% | -4% | -4% | -4% | -5 | -1% | 23% | 9% | 13%

(listing goes on)
SMILES | KB-V1 MDR tox | MCF10A rerep | ATXN2 expr inh | SW480 rereplic | IL1B secr inh | WRN helicase inh | HT1080NT lethal | KB-3-1 cytotox | HT1080 IDH1KD tx
O=[N+]([O-])c1cncc([N+](=O)[O-])c1Nc1cccc(O)c1 | 23µM* | 29% | 20µM* | ? | -18 | -9% | -22% | ? | -16%
COC(=O)c1sc(C(F)(F)F)c(-c2ccccc2)c1S(=O)(=O)N1CCOCC1 | -6% | 1% | 6% | -13% | 19 | -21% | -1% | 18% | 8%
COc1cccc2c1nc(C)c1cc(C)oc12 | -7% | 0% | 38%[activator] | -2% | -2 | 10% | -7% | -1% | 0%
COc1ccccc1CNC(=O)CCc1nnc2ccc(NCCCN3CCCC3=O)nn12 | 11% | 2% | 5% | 16% | 5 | 2% | 3% | 8% | 16%
O=C(Nc1ccc(F)cc1F)c1cc(Cl)sc1Cl | 17% | -13% | 19% | -4% | -5 | 4% | 13% | 0% | 7%
CC(C(=O)NCCc1nc2ccccc2[nH]1)n1cc([N+](=O)[O-])cn1 (stereo unspecified) | 0% | 12% | 1% | 1% | 21 | -6% | -3% | -2% | 3%
C[C@]12C(=O)N(c3ccc(Br)cc3)C(=O)N1[C@H]1c3ccccc3OC[C@@H]1[C@H]2c1ccccc1 | -11% | -12% | 14% | -1% | -1 | -6% | -7% | -6% | -10%
CN(Cc1ccccc1)C(=O)c1ccc(NC(=O)Cc2cccc(NC(=O)C3CCCN(C(=O)C4CCCC4)C3)c2)cc1 (stereo unspecified) | 9% | ? | -18% | 0% | 22 | 12% | -3% | 10% | -5%
CCOC(=O)c1ccc(NC(=O)c2cc(C)nc3ccccc23)cc1 | -1% | ? | -12% | -1% | -5 | -11% | 11% | 1% | 20%
Cc1ccnc(NS(=O)(=O)c2ccc(NC(=O)/C=C/c3cccs3)cc2)n1 | -2% | ? | -14% | -11% | 0 | -6% | -9% | 0% | ?
O=C(NCCN1CCOCC1)c1sc2ccccc2c1Cl | -19% | 0% | 35% | -1% | 20 | 4%[57.1 µM] | -26% | 9% | ?
Cc1cc(C)c2[nH]c(=O)c(CN(Cc3ccc4c(c3)OCO4)Cc3nnnn3C3CCCC3)cc2c1 | -22% | -1% | 1% | 4% | -51* | -12%[57.1 µM] | ? | -13% | -26%[9.24 µM]
CC1(C(=O)NS(=O)(=O)c2cccs2)CCN1C(=O)Cc1ccc(-c2ccccc2)cc1 (stereo unspecified) | 2% | nt | 1% | nt | 6 | -8% | 1% | 0% | 0%
CN(C(=O)COC(=O)CNC(=O)c1ccc2ccccc2c1)c1c(N)n(Cc2ccccc2)c(=O)[nH]c1=O | 2% | 1% | 5% | -2% | 14 | ? | -1% | 23% | 1%
C=CCC(CC=C)(C(N)=O)c1ccccc1 | 2% | 16% | -8% | -1% | 10 | -3% | 10% | -3% | 18%
Cc1ccc(-c2nnc(SCC(=O)NC3CCCC3)n2C)cc1 | 1% | -5% | -2% | -3% | 5 | -13% | 13% | -11% | 7%
O=C(Nc1ccc(Cl)c(Cl)c1)N(Cc1cccnc1)Cc1ccco1 | -14% | 3% | -25% | 10% | ? | -10% | ? | 0% | ?
O=C(CCn1nnc2ccccc21)OCC(=O)c1ccc([N+](=O)[O-])cc1 | 20% | -2% | 24% | -17% | -2 | 9% | 21% | 9% | 12%
O=C(COc1ccccc1)NC(=S)Nc1cccc([N+](=O)[O-])c1 | 1% | -3% | 5% | 3% | 16 | -6% | -3% | 11% | 20%
Fc1ccc(-n2cc(CNCCc3ccccn3)c(-c3ccccc3Cl)n2)cc1 | 21µM* | ? | -22% | 6% | -74* | -6% | 21µM* | ? | 21µM*
Oc1ccc2ccccc2c1C=NC1CCCCC1 | -9% | ? | 1% | 1% | 26 | -24% | -15% | -2% | -28%
COc1ccccc1CNC(=O)COC(=O)c1cccc(S(=O)(=O)N2CCCCC2)c1 | -12% | 7% | -12% | -2% | 3 | -5% | -3% | 5% | -1%
CN(c1ccccc1)S(=O)(=O)c1cc(C(=O)OCC(=O)N2CCN(C(=O)c3ccco3)CC2)ccc1Cl | -22% | 2% | -15% | -2% | 4 | 3% | -16% | 6% | -8%
CCN(C(=O)COC(=O)c1nc2nc(C)cc(C)n2n1)C1CCS(=O)(=O)C1 (stereo unspecified) | -27% | 7% | -5% | -2% | -6 | 1% | -10% | -3% | 1%
CCn1c(SCC(=O)Nc2cc(C)on2)nnc1-c1ccc(OC)cc1 | -23% | 26% | -8% | 11% | 36 | -4% | 12% | 0% | 4%
O=C(Nc1ccc(NC(=O)c2cccs2)c(Cl)c1)c1ccco1 | -28% | 0% | -4% | 3% | -5 | -3% | -12% | -5% | -10%
OCCN(Cc1ccccn1)Cc1ccccn1 | -2% | nt | 0% | nt | 28 | -8% | -27% | 0% | -10%
CCNC(=S)NCc1ccc2[nH]c(C)cc2c1 | -10% | 6% | -22% | 0% | -25 | 1% | -3% | 0% | 2%
